SENP8 block: SENP8 protease inhibition; Q96LD8; purified SENP8, Z-RLRGG-aminoluciferin cleavage, luminescence; inhibition, % at 10 µM; actives 1.2% (n = 330,000); AID 2540
Target sequence (Q96LD8 whole entry, looked up): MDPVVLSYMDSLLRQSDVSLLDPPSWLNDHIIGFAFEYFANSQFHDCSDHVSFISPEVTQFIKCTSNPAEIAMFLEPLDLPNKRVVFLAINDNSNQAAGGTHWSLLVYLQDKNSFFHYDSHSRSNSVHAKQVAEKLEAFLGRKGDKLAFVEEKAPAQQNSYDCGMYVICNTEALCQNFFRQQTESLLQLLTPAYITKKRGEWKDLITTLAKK
Gli-Sufu antag: antagonists of Gli-Sufu signaling; Sufu-KO-LIGHT fibroblasts, Gli luciferase reporter luminescence; inhibition, % at 5 µM; actives 0.74% (n = 340,000); AID 588413;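 active = inhibition above about 55%, limit read from the data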;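 also: 0% = DMSO-treated cells and 100% = wells with medium but no cells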
UBC13 polyUb: inhibitors of human UBC13 polyubiquitin chain formation; actives 0.47% (n = 330,000); AID 485273; inhibition, % at 20 µM; TR-FRET; in the data active = inhibition above about 45%, passing the limit was not always enough; inconclusive = no clear call, values can overlap the other calls
CCR6 antag: antagonists of human CCR6 receptor; P51684; CHO-K1 CCR6 PathHunter beta-arrestin, luminescence, CCL20-stimulated; inhibition, % at 20 µM; actives 0.49% (n = 340,000); AID 493098;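 active = compounds whose inhibition of the agonist-driven luminescence signal at 20 µM reaches about 50%, limit read from the data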;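 also: cells stimulated with CCL20 at 14 nM final; plate controls were DMSO with CCL20 for no effect and DMSO without agonist for full effect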
Target sequence (P51684 whole entry, looked up): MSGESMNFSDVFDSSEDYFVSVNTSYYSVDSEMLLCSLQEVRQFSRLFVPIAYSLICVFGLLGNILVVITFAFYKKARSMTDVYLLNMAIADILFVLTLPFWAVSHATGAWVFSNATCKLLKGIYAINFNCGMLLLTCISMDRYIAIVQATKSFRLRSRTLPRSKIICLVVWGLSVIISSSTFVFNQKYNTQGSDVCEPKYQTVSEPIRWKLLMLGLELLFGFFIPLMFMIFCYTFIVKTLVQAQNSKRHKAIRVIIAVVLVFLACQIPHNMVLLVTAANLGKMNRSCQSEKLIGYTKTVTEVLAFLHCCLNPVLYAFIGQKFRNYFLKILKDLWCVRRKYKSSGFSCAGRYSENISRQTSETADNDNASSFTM
697 NFkB inh: inhibitors of the PMA/ionomycin-induced NF-kB reporter in 697 B cells; AID 435022; actives 0.33% (n = 330,000); 697 B-cell NF-kB luciferase reporter, 16 h; inhibition, % at 4 µM; in the data active = inhibition above about 35%
Apaf1 inhib: inhibitors of human Apaf-1 apoptosome | actives 0.71% (n = 330,000) | O14727 | inhibition, % at 20 µM | reconstituted apoptosome caspase-3 activity, DEVD-Rh110 fluorescence; active = inhibition of at least 40% at 20 µM;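 also: plate controls were DMSO wells for no effect and DEVD-CHO caspase inhibitor wells for full effect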
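Material: reconstituted apoptosome with Apaf-1, cytochrome c, caspase-9, procaspase-3, dATP. Technique: Rh110 fluorescence intensity. Buffer or medium: pH 7.5 Hepes buffer with CHAPS, BSA, DTT. Times: 30 min plus 50 min, RT.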
EBI2 antag: EBI2 (human) antagonism; EBI2 beta-arrestin recruitment, luminescence, 7a,25-OHC stimulated; inhibition, % at 5 µM; actives 0.81% (n = 360,000); in the data active = inhibition above about 38%;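 also: enzyme fragment complementation signal reports receptor beta-arrestin coupling in cells; 0% = agonist plus DMSO wells and 100% = wells without agonist; some results beyond the cut were filed as inactive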
Target sequence (P32249 whole entry, looked up, the tested form may be a part): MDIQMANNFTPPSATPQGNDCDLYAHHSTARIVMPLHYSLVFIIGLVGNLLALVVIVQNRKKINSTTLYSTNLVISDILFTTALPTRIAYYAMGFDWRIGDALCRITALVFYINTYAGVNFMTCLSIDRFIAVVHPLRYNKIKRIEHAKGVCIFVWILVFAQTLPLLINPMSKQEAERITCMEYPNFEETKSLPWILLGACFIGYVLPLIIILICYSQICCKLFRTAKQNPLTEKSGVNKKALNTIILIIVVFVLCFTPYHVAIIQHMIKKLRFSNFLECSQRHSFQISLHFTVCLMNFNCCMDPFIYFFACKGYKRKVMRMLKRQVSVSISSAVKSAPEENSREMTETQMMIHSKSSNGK
Jurkat NFkB inh: inhibitors of the PMA/ionomycin-induced NF-kB reporter in Jurkat cells. actives 0.53% (n = 330,000). inhibition, % at 4 µM. AID 435003. PMA/ionomycin-induced NF-kB luciferase reporter, luminescence
Numbers without * were called inactive. Rule as the data show it, unless noted: active = inhibition above about 50%; inactive = the rest. Not all compounds are listed; rates above refer to the full screens.

Start of the data: the first 3 entries, to show the layout:
`O=C(CCC(=O)OCC(=O)c1ccccc1)Nc1cccc(Cl)c1` gave SENP8 block -7, Gli-Sufu antag 2, UBC13 polyUb 5, CCR6 antag 6, 697 NFkB inh 14, Apaf1 inhib -6, EBI2 antag -9 and Jurkat NFkB inh 7.
`CCOc1ncccc1C(=O)Nc1cc2c(cc1Br)OCCO2` gave SENP8 block -19, Gli-Sufu antag -30, UBC13 polyUb 2, CCR6 antag 2, 697 NFkB inh -56, Apaf1 inhib 9, EBI2 antag -1 and Jurkat NFkB inh -5.
Screening Cc1ccc(CS(=O)(=O)CCC(=O)NCc2ccccc2Cl)cc1 returned SENP8 block 8, Gli-Sufu antag 53, UBC13 polyUb 4, CCR6 antag 12, 697 NFkB inh 9, Apaf1 inhib -1, EBI2 antag 7 and Jurkat NFkB inh -11.

Main list, repeating the preview:
`O=C(CCC(=O)OCC(=O)c1ccccc1)Nc1cccc(Cl)c1` gave SENP8 block -7, Gli-Sufu antag 2, UBC13 polyUb 5, CCR6 antag 6, 697 NFkB inh 14, Apaf1 inhib -6, EBI2 antag -9 and Jurkat NFkB inh 7.
`CCOc1ncccc1C(=O)Nc1cc2c(cc1Br)OCCO2` gave SENP8 block -19, Gli-Sufu antag -30, UBC13 polyUb 2, CCR6 antag 2, 697 NFkB inh -56, Apaf1 inhib 9, EBI2 antag -1 and Jurkat NFkB inh -5.
Screening Cc1ccc(CS(=O)(=O)CCC(=O)NCc2ccccc2Cl)cc1 returned SENP8 block 8, Gli-Sufu antag 53, UBC13 polyUb 4, CCR6 antag 12, 697 NFkB inh 9, Apaf1 inhib -1, EBI2 antag 7 and Jurkat NFkB inh -11.
`CC(=O)OCC1=C(C(=O)O)N2C(=O)C(NC(=O)c3ccc(F)cc3)C2SC1` (centres undefined) gave SENP8 block 2, Gli-Sufu antag 1, UBC13 polyUb -2, CCR6 antag 7, 697 NFkB inh 14, Apaf1 inhib -10, EBI2 antag 5 and Jurkat NFkB inh -3.
`COc1ccc(CNc2cc(C)ccn2)cc1` gave SENP8 block -12, Gli-Sufu antag -29, UBC13 polyUb -1, CCR6 antag 5, 697 NFkB inh -4, Apaf1 inhib 11, EBI2 antag -1 and Jurkat NFkB inh -9.
For COC(=O)c1ccc(C)c(NC(=O)CCc2ccc(OC)cc2)c1 the results were SENP8 block -7, Gli-Sufu antag 7, UBC13 polyUb -7, CCR6 antag 13, 697 NFkB inh -1, Apaf1 inhib 6, EBI2 antag 11 and Jurkat NFkB inh -4.
Screening CCC1(CC)NC(=O)N(CC(=O)Nc2sc3c(c2C(N)=O)CCC3)C1=O returned SENP8 block 1, Gli-Sufu antag -6, UBC13 polyUb 10, CCR6 antag 3, 697 NFkB inh 11, Apaf1 inhib 12, EBI2 antag -1 and Jurkat NFkB inh -3.
`Cc1ccc(SCn2nnc3ccccc3c2=O)c(C)c1` gave SENP8 block -7, Gli-Sufu antag -51, UBC13 polyUb -2, CCR6 antag 14, 697 NFkB inh -99, Apaf1 inhib 7, EBI2 antag 9 and Jurkat NFkB inh -75.
`CCCCc1ccc(NS(=O)(=O)c2c(C)n(C)c(=O)n(C)c2=O)cc1` gave SENP8 block -2, Gli-Sufu antag 14, UBC13 polyUb 1, CCR6 antag 2, 697 NFkB inh -3, Apaf1 inhib 11, EBI2 antag 4 and Jurkat NFkB inh 8.
`Cc1ccc(C(=O)NCc2n[nH]c(=S)n2-c2ccccc2)cc1[N+](=O)[O-]` gave SENP8 block -1, Gli-Sufu antag 4, UBC13 polyUb -3, CCR6 antag 4, 697 NFkB inh 10, Apaf1 inhib -1, EBI2 antag -12 and Jurkat NFkB inh 3.
Screening C/C=C/C(=O)OCC(=O)Nc1ccc(OC)c(Cl)c1 returned SENP8 block -9, Gli-Sufu antag 10, UBC13 polyUb 5, CCR6 antag -5, 697 NFkB inh 8, Apaf1 inhib -4, EBI2 antag -3 and Jurkat NFkB inh 7.
`CCOC(=O)/C(C#N)=C1/C=CN(Cc2ccccc2)C=N1` gave SENP8 block 1, Gli-Sufu antag -2, UBC13 polyUb 5, CCR6 antag -11, 697 NFkB inh 4, Apaf1 inhib -13, EBI2 antag -5 and Jurkat NFkB inh 12.
`Cc1cccc2c1cnn2C(=O)CCC(=O)N1CCC(C)CC1` gave SENP8 block 5, Gli-Sufu antag -14, UBC13 polyUb 5, CCR6 antag 4, 697 NFkB inh 1, Apaf1 inhib 9, EBI2 antag 5 and Jurkat NFkB inh 15.
For Cc1cc(C(=O)N/N=C/c2c[nH]c3ccccc23)c(C)o1 the results were SENP8 block 6, Gli-Sufu antag 31, UBC13 polyUb -4, CCR6 antag -2, 697 NFkB inh -1, Apaf1 inhib -6, EBI2 antag -7 and Jurkat NFkB inh 14.
COc1ccc(Cl)cc1NC(=O)CSc1nnc(C2CC2)n1C was read as SENP8 block -6, Gli-Sufu antag 18, UBC13 polyUb 4, CCR6 antag 7, 697 NFkB inh -7, Apaf1 inhib 4, EBI2 antag -4 and Jurkat NFkB inh -5.
Screening Cc1ccc(-n2nc3ccc(N)cc3n2)cc1Cl returned SENP8 block 87*, Gli-Sufu antag -52, UBC13 polyUb -4, CCR6 antag -7, 697 NFkB inh -65, Apaf1 inhib 96*, EBI2 antag 2 and Jurkat NFkB inh -56.
Cc1cc(-c2ccc(Cl)cc2Cl)c(C#N)c(=O)[nH]1 was read as SENP8 block -10, Gli-Sufu antag -7, UBC13 polyUb inconclusive, CCR6 antag 2, 697 NFkB inh 8, Apaf1 inhib -4, EBI2 antag -4 and Jurkat NFkB inh -7.
For NC(=O)CC[C@H](NC(=O)c1ccc(F)cc1)C(=O)N1CCN(Cc2ccc3c(c2)OCO3)CC1 the results were SENP8 block -1, Gli-Sufu antag 0, UBC13 polyUb 2, CCR6 antag -3, 697 NFkB inh 18, Apaf1 inhib -1, EBI2 antag -7 and Jurkat NFkB inh 12.
Screening COc1ccc(C(=O)NC(C(=O)N2CCc3ccccc32)C(C)C)cc1 (centres undefined) returned SENP8 block 1, Gli-Sufu antag -1, UBC13 polyUb 8, CCR6 antag -6, 697 NFkB inh -2, Apaf1 inhib -3, EBI2 antag -8 and Jurkat NFkB inh 12.
`CCC1=NN2C(=N)/C(=C\c3cccn3-c3ccc(Cl)cc3)C(=O)N=C2S1` gave SENP8 block 17, Gli-Sufu antag -2, UBC13 polyUb -11, CCR6 antag 12, 697 NFkB inh 1, Apaf1 inhib 5, EBI2 antag -18 and Jurkat NFkB inh 0.
`COC(=O)c1c(C)oc2ccc(N(C(=O)Oc3ccccc3)S(=O)(=O)c3ccccc3)cc12` gave SENP8 block -4, Gli-Sufu antag 7, UBC13 polyUb -1, CCR6 antag 0, 697 NFkB inh -1, Apaf1 inhib 8, EBI2 antag 5 and Jurkat NFkB inh 9.
COc1ccc(CN2CCC(=O)NC2=O)cc1 was read as SENP8 block -4, Gli-Sufu antag 3, UBC13 polyUb -8, CCR6 antag 3, 697 NFkB inh -12, Apaf1 inhib -2, EBI2 antag -4 and Jurkat NFkB inh -10.
`Cn1ccsc1=NC(=O)c1cc(S(=O)(=O)N2CCOCC2)ccc1Cl` gave SENP8 block 6, Gli-Sufu antag -5, UBC13 polyUb -3, CCR6 antag -5, 697 NFkB inh 9, Apaf1 inhib 2, EBI2 antag -29 and Jurkat NFkB inh 10.
`CCOc1ccc(C(=O)Nc2ccc(CN3CCOCC3)cc2)cc1Br` gave SENP8 block -3, Gli-Sufu antag 19, UBC13 polyUb 6, CCR6 antag -10, 697 NFkB inh 0, Apaf1 inhib 5, EBI2 antag 4 and Jurkat NFkB inh 8.
CCOC(=O)c1cc(C)[nH]c(=S)c1C#N was read as SENP8 block 6, Gli-Sufu antag -1, UBC13 polyUb -8, CCR6 antag -1, 697 NFkB inh -7, Apaf1 inhib 9, EBI2 antag -8 and Jurkat NFkB inh 7.
O=C(Cc1ccccc1)NCc1ccc2c(c1)OCO2 was read as SENP8 block -9, Gli-Sufu antag 0, UBC13 polyUb 3, CCR6 antag 7, 697 NFkB inh -30, Apaf1 inhib 0, EBI2 antag -2 and Jurkat NFkB inh -37.
For CCN1CCN(C(=S)c2ccc(OCC(=O)NCc3ccccc3)cc2)CC1 the results were SENP8 block -4, Gli-Sufu antag 10, UBC13 polyUb 10, CCR6 antag 9, 697 NFkB inh 1, Apaf1 inhib -4, EBI2 antag 1 and Jurkat NFkB inh -5.
For CCOc1ccc(CCNC(=O)C2CCN(S(=O)(=O)N3CCOCC3)CC2)cc1OCC the results were SENP8 block -2, Gli-Sufu antag -4, UBC13 polyUb 10, CCR6 antag 4, 697 NFkB inh 7, Apaf1 inhib 0, EBI2 antag -7 and Jurkat NFkB inh 7.
Screening CCOC(=O)c1cccc(NC(=O)c2ccc3c(c2)OCO3)c1 returned SENP8 block 24, Gli-Sufu antag -50, UBC13 polyUb -8, CCR6 antag 18, 697 NFkB inh -42, Apaf1 inhib 3, EBI2 antag 8 and Jurkat NFkB inh -37.
CSc1nc2ccccc2n1Cc1cccc([N+](=O)[O-])c1 was read as SENP8 block -2, Gli-Sufu antag 9, UBC13 polyUb 7, CCR6 antag 47, 697 NFkB inh -5, Apaf1 inhib -12, EBI2 antag 20 and Jurkat NFkB inh -4.
C=CCNc1nc2c3ccccc3n(C(C)=O)c2s1 was read as SENP8 block -2, Gli-Sufu antag -5, UBC13 polyUb -24, CCR6 antag 5, 697 NFkB inh -14, Apaf1 inhib 5, EBI2 antag 14 and Jurkat NFkB inh -2.
`Cc1ccc(OCC(O)Cn2c(N3CCOCC3)nc3c2c(=O)[nH]c(=O)n3C)cc1` (centres undefined) gave SENP8 block -1, Gli-Sufu antag 0, UBC13 polyUb -6, CCR6 antag -5, 697 NFkB inh 12, Apaf1 inhib -5, EBI2 antag 0 and Jurkat NFkB inh -1.
For CCc1nn(C(C)C(=O)NCCN2CCCCCC2)c(=O)c2cc3occc3n12 (centres undefined) the results were SENP8 block -1, Gli-Sufu antag -3, UBC13 polyUb 2, CCR6 antag 18, 697 NFkB inh 11, Apaf1 inhib 4, EBI2 antag -3 and Jurkat NFkB inh 7.
For COc1ccc(/C=C/C(=O)C2CC2)cc1Cn1nc(C)c([N+](=O)[O-])c1C the results were SENP8 block 9, Gli-Sufu antag 16, UBC13 polyUb 2, CCR6 antag 14, 697 NFkB inh 11, Apaf1 inhib 1, EBI2 antag 12 and Jurkat NFkB inh 1.
CCCCNC(=O)COC(=O)c1ccc(SC)cc1OC was read as SENP8 block 9, Gli-Sufu antag 4, UBC13 polyUb 1, CCR6 antag 2, 697 NFkB inh 6, Apaf1 inhib -4, EBI2 antag -8 and Jurkat NFkB inh 1.
Screening COc1ccc(-c2csc(NC3CCCCC3)n2)c(OC)c1 returned SENP8 block 4, Gli-Sufu antag -5, UBC13 polyUb 1, CCR6 antag 3, 697 NFkB inh 0, Apaf1 inhib 14, EBI2 antag -5 and Jurkat NFkB inh 5.
COc1ccc(-c2cn3cc([N+](=O)[O-])ccc3n2)cc1OC was read as SENP8 block -16, Gli-Sufu antag -62, UBC13 polyUb -30, CCR6 antag -16, 697 NFkB inh -52, Apaf1 inhib 4, EBI2 antag -4 and Jurkat NFkB inh -31.
For COc1ccc(NS(=O)(=O)c2cccc(NC(=O)CNC(C)=O)c2)cc1 the results were SENP8 block 2, Gli-Sufu antag 2, UBC13 polyUb 6, CCR6 antag 2, 697 NFkB inh 21, Apaf1 inhib -14, EBI2 antag -1 and Jurkat NFkB inh 9.
For CCOC(=O)c1ccsc1NC(=O)CCS(=O)(=O)c1ccccc1 the results were SENP8 block 5, Gli-Sufu antag 2, UBC13 polyUb 1, CCR6 antag 2, 697 NFkB inh 13, Apaf1 inhib 7, EBI2 antag -3 and Jurkat NFkB inh 10.
Cc1cc(C)c(C2=NOC3C4CCC(C4)C23)c(C)c1 (centres undefined) was read as SENP8 block -2, Gli-Sufu antag 4, UBC13 polyUb 6, CCR6 antag 3, 697 NFkB inh -14, Apaf1 inhib 5, EBI2 antag 5 and Jurkat NFkB inh 4.

Bioassay records from PubChem BioAssay.
